Source: PubChem (National Center for Advancing Translational Sciences (NCATS))
GAA glycogen mod – qHTS Assay for Inhibitors and Activators of Human alpha-Glucosidase Cleavage of Glycogen; Lysosomal alpha-glucosidase (Homo sapiens), P10253; Potency, µM (series often up to 76.4 µM), without a hit: at the highest dose activity change, negative = inhibition, usual class: inhibitors; 300,000 tested, 0.38% active; AID 2100, 2009; recombinant GAA, glycogen substrate, Amplex Red glucose oxidase fluorescence; active = well fitted inhibition curve with a large enough effect; inconclusive = small, poorly fitted or top-dose-only effect, or another doubt; inactive = no such curve, though single readings can be large or run the other way;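 also: 0% = full enzyme reaction and -100% = no-enzyme basal signal; the screen sought inhibitors and activators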
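qHTS, 1536-well; enzyme 4 nM final; cpd up to 77 uM; substrate bovine liver glycogen 30 ug; 50 mM citrate/phosphate pH 5.0, 0.01% Tween-20; 37 C, 40 min; Amplex Red detection 45 min RT; Hill fit → AC50.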
Numbers without * were called inactive; ? = inconclusive; [ ] = remark or other dose. Potency is read from the fitted curve at half-maximal effect. An excerpt (hit frequency here may not be typical).

canonical_smiles,GAA glycogen mod
COc1ccc(C(=O)NCCc2ccc(C)cc2)cc1OC1CCN(C(C)=O)CC1,1.5%[76.3 µM]
C/C(CC(=O)NC1CCCCC1)=N\NC(=O)c1ccc(Br)cc1,-6.1%
COc1ccc(/C(N)=N/OC(=O)C2CCCCC2)cc1OC,0.4%[76.3 µM]
Cc1cc2oc(=O)cc(CN3CCOCC3)c2cc1O,-0.5%
COc1cccc(CNc2nc3c(-c4ccccc4)nnn3c3ccccc23)c1,-6.9%[76.3 µM]
Cc1ccc(C(=O)NCc2ccccn2)cc1S(=O)(=O)N1CCCCC1,-2.5%[76.3 µM]
O=Cc1cn(CCOc2ccccc2)c2ccccc12,-3.8%[76.3 µM]
CN(C)CCCNCC(=O)c1c(-c2ccccc2)n(C)c2ccccc12,1.8%
O=C(NNC(=O)C12CC3CC(CC(C3)C1)C2)c1ccncc1,6.5%
CN(C)c1ccc(/C=N\Nc2ccccn2)cc1,2.5%[76.3 µM]
COc1ccccc1NC(=O)CN1C(=O)CSc2ccc(S(=O)(=O)N3CCCC3)cc21,6.4%[76.3 µM]
Cc1nnc(SCC(=O)Nc2cccc(S(N)(=O)=O)c2)n1-c1ccccc1,0.7%
CCCCOC(=O)Nc1ccc(S(=O)(=O)Nc2onc(C)c2C)cc1,-0.6%
CC1C(=O)N2CCCc3cc(NS(C)(=O)=O)cc1c32 (stereo not given),-4.5%[76.3 µM]
CN(Cc1nccn1C)C(=O)c1cc(COc2cccc(C(F)(F)F)c2)on1,3.0%[76.3 µM]
CCc1cc(C(=O)Cc2ccccn2)c(O)cc1O,-4.7%
Cc1[nH]c2ccccc2c1CCN(Cc1cccnc1)C(=S)NC(C)(C)C,4.0%
Cc1onc(-c2ccccc2)c1C(=O)NCCc1ccncc1,-3.1%[76.3 µM]
CCS(=O)(=O)N1CCc2cc(C(=O)Nc3cc([N+](=O)[O-])ccc3C)ccc21,?
Cc1c(-c2cccc(Cl)c2)nc2ccccc2c1C(=O)NC1CC1,-6.5%[76.3 µM]
CC1CCCC(C)N1CCNC(=O)CCc1nnc2n(Cc3ccccc3)c(=O)c3ccccc3n12 (stereo not given),19.1%[76.3 µM]
COc1ccc2nc(N(CCN(C)C)C(=O)c3ccc4ccccc4c3)sc2c1,-16.2%[76.3 µM]
CCCCC(=O)NC1(C(F)(F)F)C(=O)Nc2c1c(=O)[nH]c(=O)n2-c1ccc(C)c(C)c1 (stereo not given),13.1%[76.3 µM]
CN1CCN(C(=O)c2ccc(-c3ccccc3)cc2)CC1,10.0%[76.3 µM]
COc1ccc(N2CC(C(=O)Nc3ccccc3-c3nc(-c4ccc(C)cc4)no3)CC2=O)cc1 (stereo not given),13.5%[76.3 µM]
COc1ccc(OC)c(S(=O)(=O)N/N=C\c2cn(CC(N)=O)c3ccccc23)c1,-0.8%[76.3 µM]
COC(=O)[C@@H](NC(=O)c1ccccc1)[C@@H](C)O,0.4%[76.3 µM]
O=C(CSc1nnc(NC(=O)C2CCC2)s1)Nc1ccccc1Br,-1.6%
CCCCc1nn2c(C)c(-c3ccc(OCC)cc3)nc2s1,6.3%[76.3 µM]
COc1cc(OC)cc(C(=O)Nc2ccc(S(=O)(=O)Nc3onc(C)c3C)cc2)c1,-1.8%[76.3 µM]
COc1cc(OC)nc(Oc2ccc(N)c(C)c2)n1,0.3%
O=C(NCCC1CC1(Cl)Cl)c1ccc([N+](=O)[O-])cc1 (stereo not given),1.7%
CCCN(C(=O)c1nn(-c2ccc(C)cc2)c(=O)c2c1c1ccccc1n2C)c1ccccc1C,-7.2%[76.3 µM]
CCOc1ccccc1NC(=O)CCc1nc(-c2cccc(C)c2)no1,-13.5%[76.3 µM]
O=C(CCS(=O)(=O)c1ccccc1)N1CCN(c2ccccc2F)CC1,1.5%[76.3 µM]
CC(=O)N1N=C(c2cccc(O)c2)CC1c1cccs1 (stereo not given),4.1%[76.3 µM]
CC(C)(C)NC(=O)C(c1ccc(F)cc1)N(CC1CCCO1)C(=O)c1csnn1 (stereo not given),-3.1%
CCOC(=O)Cn1nc(N2CCN(c3ccc(F)cc3)CC2)ccc1=O,12.1%[76.3 µM]
Cn1cc(C(=O)NCc2ccccc2Cl)c(=O)c2cc(S(=O)(=O)N3CCCCCC3)ccc21,14.0%[76.3 µM]
NC(=O)c1cc(S(=O)(=O)NCCc2ccccc2)cs1,-9.2%[76.3 µM]

Quoted at random: four entries already listed.
canonical_smiles,GAA glycogen mod
COc1ccc(N2CC(C(=O)Nc3ccccc3-c3nc(-c4ccc(C)cc4)no3)CC2=O)cc1 (stereo not given),13.5%[76.3 µM]
CCCCc1nn2c(C)c(-c3ccc(OCC)cc3)nc2s1,6.3%[76.3 µM]
CN(C)c1ccc(/C=N\Nc2ccccn2)cc1,2.5%[76.3 µM]
Cc1cc2oc(=O)cc(CN3CCOCC3)c2cc1O,-0.5%

Later entries:
canonical_smiles,GAA glycogen mod
CCN(CC)CCNC(=O)Cn1nc(Cc2ccncc2)c2ccccc2c1=O,0.3%
Cc1cc(NC(=O)CCC(=O)N(Cc2cccnc2)C(C(=O)NC(C)(C)C)c2ccccc2Cl)no1 (stereo not given),-7.5%
CC(C)Oc1ccc(S(=O)(=O)N2CCCCC2)cc1NC(=O)CN1C(=O)NC(C)(c2ccccc2)C1=O (stereo not given),-0.3%[76.3 µM]
CC(=O)c1cccc(OCC(O)CNCC2CCCCC2)c1 (stereo not given),-5.5%
CC1CCN(S(=O)(=O)c2ccc(S(=O)(=O)N3CCCC3)cc2)CC1,-1.1%[76.3 µM]
O=C(NCc1ccco1)c1ccc2c(c1)OCCO2,0.0%[76.3 µM]
O=C(O)c1ccc(CN(c2ccccc2)S(=O)(=O)c2ccccc2)cc1,2.2%[76.3 µM]
Cc1ccc(NC(=O)CCc2nnc3ccc(N4CCC5(CC4)OCCO5)nn23)cc1F,3.0%[76.3 µM]
Cc1cccc(-c2noc(CCC(=O)NC3CCCC3)n2)c1,3.9%
Cc1cccc(N(C)S(=O)(=O)c2c[nH]c3ccc([N+](=O)[O-])cc23)c1,-7.6%[76.3 µM]
CCC(=O)N1CCc2cc(Br)cc(S(=O)(=O)N3CCCC(C(=O)Nc4ccc(CC)cc4)C3)c21 (stereo not given),-1.3%[76.3 µM]
CCOC(=O)C(Cc1ccccc1)NC(=O)CCC(=O)c1ccc(OC)cc1 (stereo not given),2.2%
COc1cc(OC)c(N(C)C(=O)c2cc3c(s2)-c2ccccc2OC3)cc1Cl,-2.5%[76.3 µM]
O=C(c1ccc2c(c1)N(Cc1ccc(F)cc1)CCS2)N1CCN(c2ccccc2)CC1,-3.2%[76.3 µM]
COc1ccc(-n2c(C)c(C)c3c(N)ncnc32)cc1,4.6%[76.3 µM]
COc1ccc(-c2csc(NC(=O)Cc3ccccc3F)n2)cc1OC,-4.1%[76.3 µM]
COC(=O)CCC(=O)N1CCCC(N2CCN(c3ccc(OC)cc3)CC2)C1 (stereo not given),-12.7%[76.3 µM]
Cc1ccccc1CNC(=O)c1ccc2nc(SCc3ccc(F)cc3)n(C)c2c1,-13.7%[76.3 µM]
O=C(CCCN=C1NS(=O)(=O)c2ccccc21)OCC(=O)c1ccc(Br)cc1,-5.2%[76.3 µM]
COc1ccc(/C=N/Nc2ccc([N+](=O)[O-])cc2)cc1O,-2.8%
CC(NC(=O)c1ccc(OC2CCN(Cc3ccccn3)CC2)cc1)c1nccs1 (stereo not given),5.4%[76.3 µM]
O=C(c1ccco1)N1CCN(Cc2ccccc2F)CC1,-0.1%[76.3 µM]
COc1ccc(NC(=O)c2cc3c(C)nn(-c4ccccc4)c3s2)c(OC)c1,15.0%[76.3 µM]
CSc1ncccc1C(=O)NNc1cc(Cl)ccc1Cl,?
CC(C)N1CCc2c(sc(NC(=O)CCS(=O)(=O)c3ccccc3)c2C(N)=O)C1,10.9%[76.3 µM]
Cc1nc2oc3ccccc3c(=O)c2cc1C(=O)O,6.6%
COc1ccc(CNC(=O)CC23CC4CC(CC(C4)C2)C3)cc1OC,6.3%
Cc1ccc(C2CC(c3ccc(Br)cc3)=NN2C(=O)CSC2=NN3CCCC(=O)N=C3S2)cc1 (stereo not given),-3.9%[76.3 µM]
CCOc1ccc(-c2nnc(SCC(=O)c3ccc(Br)cc3)n2-c2ccccc2)cc1,-7.1%[76.3 µM]
O=C(CCC(=O)N1CCSc2ccccc21)Nc1ccc(Cl)cc1,8.3%[76.3 µM]
OC(CN1CCCCC1)Cn1c2ccccc2c2ccccc21 (stereo not given),-1.1%
Cc1cccc(OC(C)C(=O)N2CCN(Cc3ccc4c(c3)OCO4)CC2)c1 (stereo not given),0.4%[76.3 µM]
O=C1C(=O)N(CCCn2ccnc2)C(c2cccc(Br)c2)/C1=C(\O)c1ccc2c(c1)OCCO2 (stereo not given),6.2%[76.3 µM]
COc1ccccc1NC(=O)c1cc2cc(Br)ccc2oc1=N,6.8%
Cc1c(Cl)cccc1NC(=O)CN(CCc1ccccc1)S(=O)(=O)c1ccccc1,5.4%[76.3 µM]
Cc1ccc(C)c(N2CCN(C(=O)c3cc4cc5ccc(C)cc5nc4s3)CC2)c1,7.4%[76.3 µM]
CN1CCN(Cc2coc3c(Cl)cc(Cl)cc3c2=O)CC1,0.1%[76.3 µM]
COc1ccc(CNC(=O)CCc2c(C)c3cc4c(C)coc4c(C)c3oc2=O)cc1OC,-3.2%[76.3 µM]
Cc1cccc(C2CC(=O)Oc3c2c(=O)n(C)c2ccccc32)c1 (stereo not given),-4.0%[76.3 µM]
COCCNC(=O)C(=O)Nc1cc2c3c(c1)CCC(=O)N3CCC2,2.4%[76.3 µM]
NC(=O)C(c1ccc(Br)cc1)c1ccc(C(=O)c2ccccc2)cc1 (stereo not given),-1.6%
O=C(CCN1C(=O)/C(=C\c2ccc(F)cc2)SC1=S)Nc1ccc(O)cc1,0.5%[76.3 µM]
CS(=O)(=O)N1CCc2cc(C(=O)N3CCN(c4cccc(Cl)c4)CC3)ccc21,13.8%[76.3 µM]
CCn1cnc2c1c(=O)n(CC(=O)NN)c(=O)n2Cc1ccccc1,-3.9%
COc1ccc(NC(=O)CN2CCN(c3ccccc3C)CC2)cc1,-12.0%[76.3 µM]
Cc1ccc(C)c(NC(=O)CCC(=O)NNC(=O)COc2cc(C)ccc2C)c1,1.3%[76.3 µM]
Cc1ccc2nc(-c3cccc(NC(=O)c4cccc5ccccc45)c3)oc2c1,12.6%[76.3 µM]
Cc1ccc2nc(-c3ccc(C)s3)c(Nc3ccc4c(c3)OCCO4)n2c1,?
Cc1ccc(NC(=O)CCCn2c(=O)c3cccn3c3cccnc32)cc1C,10.7%[76.3 µM]
CC(C)(c1ccccc1)c1ccc(OCC2CO2)cc1 (stereo not given),-10.4%
Cn1ccnc1SCC(=O)c1ccc(C#N)cc1,?
COc1ccccc1NC(=O)NNC(=O)c1ccc2c(c1)NC(=O)C(C)(C)O2,-9.3%
Cc1ccccc1C(c1c(C)n(C)n(-c2ccccc2)c1=O)c1c(C)n(C)n(-c2ccccc2)c1=O,16.9%[76.3 µM]
NC(=O)C1CCN(C(=O)CSc2nc(O)cc(=O)[nH]2)CC1,-1.0%[76.3 µM]
OC(COC(c1ccc(F)cc1)c1ccc(F)cc1)CN1CCCC1 (stereo not given),-0.3%
CC1CCC(C(=O)NC(C(=O)OCC(=O)c2ccccc2)C(C)C)CC1 (stereo not given),3.9%[76.3 µM]
COc1cc2c(cc1OC)C(COc1ccc3c(C)cc(=O)oc3c1)N(C(=O)C(C)C)CC2 (stereo not given),0.5%[76.3 µM]
COc1ccc(-c2noc(CC(=O)N(C)c3cc(Cl)c(OC)cc3OC)n2)cc1,-11.0%[76.3 µM]
COc1ccc(CCNC(=O)/C=C/c2ccc3ccccc3n2)cc1OC,9.8%
CSc1ccc(CN(C)C(C)C(=O)NCC2CCCCC2)cc1 (stereo not given),-1.9%[76.3 µM]

Additional records
canonical_smiles,GAA glycogen mod
COc1ccc(C(=O)NC2CC2)cc1OC1CCN(Cc2cnn(C)c2)CC1,1.1%[76.3 µM]
CCOc1cc(C(=O)Nc2ccc(S(=O)(=O)Nc3nnc(CC)s3)cc2)cc(OCC)c1OCC,-5.4%
CC(=O)Nc1ccc(S(=O)(=O)Nc2ccc3c(c2)OCO3)cc1,2.5%
CC(=O)c1ccc(OCC(=O)Nc2ccccc2C(=O)NC2CC2)cc1,-11.3%[76.3 µM]
Cc1nnc(NC(=O)C2CC(=O)N(Cc3ccccc3)C2)s1 (stereo not given),1.2%[76.3 µM]
CCN1CCN(CCC(=O)Nc2ccccc2C)CC1,3.9%[76.3 µM]
Cc1ccc(OCCSc2nc3ccccc3n2CC(=O)O)cc1C,11.4%[76.3 µM]
COc1ccc(CNS(=O)(=O)c2ccc(-n3cccn3)cc2)cc1,-11.2%[76.3 µM]
CCOc1ccc(N(CC(=O)NCc2ccc(Cl)cc2)S(=O)(=O)c2ccccc2)cc1,0.5%
COc1ccc(N(CC(=O)N2CCN(c3ccccc3)CC2)S(=O)(=O)c2c(C)nn(C)c2C)cc1,13.1%[76.3 µM]
